High-throughput results deposited in PubChem by several laboratories.
ABHD5 PLIN5 PPI – inhibitors of human ABHD5-perilipin-5 interaction. Split G. princeps luciferase complementation, luminescence, 4 h. AID 602281. inhibition, % at 4 µM. Q00G26+Q8WTS1. 360,000 compounds, 0.78% hits;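 active means inhibition above the mean inhibition across every tested compound plus 3 SD, cut at about 22% in these data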;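 further: 0% = DMSO only wells and the 100% control is not disclosed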
Glyco luc inh – N-linked glycosylation inhibition. D54 ERlucT glycosylation luciferase reporter, 24 h; percent of 100 nM tunicamycin response. AID 588692. 360,000 compounds, 0.23% hits. reporter increase, % at 12.5 µM;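 active means mean luciferase reporter signal, scaled so untreated is 0 and the glycosylation-blocking control 100, at or above a set limit in every replicate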;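 further: luciferase carries N-glycosylation sites so blocking glycosylation raises the light; 0% = median of neutral control wells and 100% = median of 100 nM tunicamycin wells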
m5-HT2A agonist – agonists of mouse serotonin 5-HT2A receptor (HTR2A); P35363; AID 624169; CHO-K1 mHTR2A beta-arrestin complementation, luminescence; percent of 30 µM serotonin response; 360,000 compounds, 0.66% hits; activation, % at 7.6 µM;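 active means activation above a run cutoff, the mean activation of all tested compounds plus 3 SD, cut at about 14% in these data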;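 further: 0% = plate median of compound wells and 100% = 30 µM serotonin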
Target sequence (P35363 whole entry, looked up): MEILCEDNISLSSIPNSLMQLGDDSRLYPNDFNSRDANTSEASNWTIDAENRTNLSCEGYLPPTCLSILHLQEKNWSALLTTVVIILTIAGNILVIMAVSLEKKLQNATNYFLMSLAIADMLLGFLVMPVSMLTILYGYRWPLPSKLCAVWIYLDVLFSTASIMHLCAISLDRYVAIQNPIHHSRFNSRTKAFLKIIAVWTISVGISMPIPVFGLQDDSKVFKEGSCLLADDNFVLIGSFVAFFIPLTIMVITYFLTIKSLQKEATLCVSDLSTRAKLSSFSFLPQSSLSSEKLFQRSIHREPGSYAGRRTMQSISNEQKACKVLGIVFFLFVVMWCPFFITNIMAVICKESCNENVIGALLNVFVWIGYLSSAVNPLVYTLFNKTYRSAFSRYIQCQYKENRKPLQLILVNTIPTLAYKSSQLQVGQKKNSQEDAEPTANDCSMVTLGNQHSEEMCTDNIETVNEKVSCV
Cardio protect – myocardial damage modulation in H9c2 cells; H9c2 cardiomyocytes, H2O2 injury protection, ATPLite, 2 h; protection from H2O2 cell death, % at 20 µM; 360,000 compounds, 0.63% hits; AID 588492;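 active means compounds giving at least 50% protection of heart cells from peroxide-induced death in the single-dose screen, raw or plate-pattern-corrected value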;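 further: 0% = DMSO wells with peroxide and 100% = DMSO wells without peroxide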
TLR9-MyD88 block – blocks human TLR9 binding to MyD88 | Q9NR96+Q99836 | CHO BLA complementation TLR9-MyD88, CCF4 FRET ratio | inhibition, % at 4.98 µM | 340,000 compounds, 0.21% hits;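 active means inhibition above the mean over all tested compounds plus 3 SD, cut at about 21% in these data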;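 further: 0% = DMSO only wells and 100% = clavulanate BLA inhibitor control wells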
MC4R antag cAMP – blocks human MC4R cAMP signaling | P32245 | MC4R-expressing cells, MTII-stimulated cAMP, LANCE TR-FRET | inhibition, % at 6.5 µM | 360,000 compounds, 0.48% hits | AID 540295;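 active means inhibition above its plate's cutoff, the mean of tested wells on that plate plus 3 SD, cut at about 29% in these data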;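 further: 0% = Melanotan II alone and 100% = Melanotan II plus saturating MCL0020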
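Material – human MC4R-expressing U2OS cells · Repeats – no replicates · Detection – TR-FRET with Eu-cAMP and labeled anti-cAMP, 671 nm · Times – compound 30 min, challenge 1 h, detection 1 h · Compound – single nominal compound dose of 6.5 µM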
SRC2 inh – inhibits human steroid receptor coactivator 2. Q15596. HEK293 GAL4-SRC2 luciferase reporter, luminescence. inhibition, % at 9 µM. 370,000 compounds, 0.17% hits. AID 651957;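 active means inhibition above the mean inhibition of all tested compounds plus 3 SD, set per campaign, cut at about 52% in these data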;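 further: 0% = DMSO treated cells and 100% = cells given Gossypol at 36 µM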
ABCB6 inh MLPCN – human ABCB6 transporter inhibition | K562-ABCB6 porphyrin accumulation, flow cytometry, 1 h; active compounds read low | 360,000 compounds, 0.19% hits | AID 602162 | Q9NP58 | fluorescence ratio to DMSO, % at 10 µM;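 active means fluorescence ratio to DMSO below 75%, the collection mean minus 3 SD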;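 further: signal is porphyrin accumulated inside mitochondria; 100% equals median channel fluorescence of DMSO control wells; lower ratio means ABCB6 inhibition with less porphyrin fluorescence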
NOD2-RIPK2 inh – blocks binding of human NOD2 to RIPK2; 360,000 compounds, 0.38% hits; CHO BLA complementation NOD2-RIPK2, CCF4 ratio; inhibition, % at 4.98 µM; in the data active means inhibition above about 21%;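 further: 0% = vehicle only and 100% = reference blocker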
Target sequence (O43353 whole entry, looked up): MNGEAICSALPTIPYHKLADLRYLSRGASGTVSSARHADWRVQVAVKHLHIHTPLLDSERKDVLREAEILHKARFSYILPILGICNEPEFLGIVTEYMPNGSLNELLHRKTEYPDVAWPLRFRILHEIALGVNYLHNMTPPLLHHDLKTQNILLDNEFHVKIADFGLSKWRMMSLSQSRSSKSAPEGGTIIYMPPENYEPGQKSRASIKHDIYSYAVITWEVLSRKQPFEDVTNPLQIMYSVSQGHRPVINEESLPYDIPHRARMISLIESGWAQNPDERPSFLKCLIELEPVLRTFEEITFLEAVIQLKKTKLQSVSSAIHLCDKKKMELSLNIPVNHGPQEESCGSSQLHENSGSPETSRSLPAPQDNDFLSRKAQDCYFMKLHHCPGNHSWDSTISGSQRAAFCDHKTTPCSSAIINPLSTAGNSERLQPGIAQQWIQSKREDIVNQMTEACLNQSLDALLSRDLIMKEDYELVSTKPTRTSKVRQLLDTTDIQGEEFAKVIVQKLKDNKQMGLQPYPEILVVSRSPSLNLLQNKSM
MC4R barr agon – activates human MC4R beta-arrestin recruitment; P32245; U2OS MC4R beta-arrestin complementation, luminescence; percent of melanotan II response, DMSO zero; activation, % at 8.9 µM; 360,000 compounds, 0.98% hits; AID 540308;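 active means activation above a per-plate cutoff, the mean activation of sample wells on that plate plus 3 SD, cut at about 8% in these data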
Starred values were filed as active, the others as inactive; . = no result given.

SMILES	ABHD5 PLIN5 PPI	Glyco luc inh	m5-HT2A agonist	Cardio protect	TLR9-MyD88 block	MC4R antag cAMP	SRC2 inh	ABCB6 inh MLPCN	NOD2-RIPK2 inh	MC4R barr agon
O=C(c1cccc(Cl)c1)N1CCC(N2CCC(C(=O)N3CCOCC3)CC2)CC1	-3	3	4	1	-1	21	2	98	-5	-2.6
O=C(Nc1ccccc1)NN1CC(=O)N(c2ccc(Cl)cc2)CC1=O	-7	2	4	2	5	2	-13	95	3	-2.0
COc1ccc(/C=N/N2CCN(c3ccccc3)CC2)cc1Br	-6	2	3	11	3	13	-3	102	-11	1.5
CCCCn1c(-c2ccc(Cl)cc2)nc2c(=O)n(C)c(=O)[nH]c21	-2	2	3	16	-6	2	20	99	2	-1.7
CN(C(=O)COC(=O)/C=C/c1ccc(Cl)c(Cl)c1)c1c(N)n(Cc2ccccc2)c(=O)[nH]c1=O	1	3	4	-7	-7	-4	-2	97	-6	-3.3
COc1ccc(C(=O)N/N=C/c2sc3ccccc3c2O)cc1	-10	-11	-4	23	10	-1	.	108	22*	-2.3
Cc1ccc(NC(=O)CCN2CC(C)OC(C)C2)cc1C (stereo not given)	-2	2	-2	-5	6	4	7	97	-11	-1.3
CN(C)C(=O)c1cccc(COc2ccc(N3C(N)=NC(N)=NC3(C)C)cc2Cl)c1	4	-5	-2	-1	-6	5	3	96	-6	0.1

Following part:
SMILES	ABHD5 PLIN5 PPI	Glyco luc inh	m5-HT2A agonist	Cardio protect	TLR9-MyD88 block	MC4R antag cAMP	SRC2 inh	ABCB6 inh MLPCN	NOD2-RIPK2 inh	MC4R barr agon
COc1ccc(OC)c(/C=N/NC(=O)Cc2nc3ccccc3[nH]2)c1	0	1	4	0	3	-3	12	102	2	2.6
Cc1cc(C)c(OCCCCN2CCC(C)CC2)c(Br)c1	2	-1	-4	-6	9	17	10	98	10	1.8
N#CCSc1nc2c(cc1C#N)CCCCCC2	-2	0	-3	4	-4	0	-13	86	5	-2.5
CC1c2[nH]c3ccccc3c2C[C@H]2C(=O)N(CCCO)CC(=O)N12 (stereo not given in full)	0	3	-2	12	3	9	-28	103	-10	-0.7
C=CCn1c(SCC(=O)Nc2cc(C)on2)nc2sc(CC)cc2c1=O	-5	6	2	-13	-2	4	0	107	-17	0.0
COC(=O)c1ccc(OC)c(Cn2c(=O)n(C)c(=O)c3sccc32)c1	-6	7	0	5	3	-14	.	86	0	-1.1
O=C(CSc1ccccc1)N1CCCC(N2CCN(c3ccccc3)CC2)C1 (stereo not given)	-7	1	-11	-6	-10	6	10	99	-11	-2.7
Cc1nc2c(OCc3ccc(Cl)cc3)cccn2c1N(C)C(=O)CCC1CCCC1	0	-3	-1	-5	.	5	-11	86	-4	-0.6

(further entries)
SMILES	ABHD5 PLIN5 PPI	Glyco luc inh	m5-HT2A agonist	Cardio protect	TLR9-MyD88 block	MC4R antag cAMP	SRC2 inh	ABCB6 inh MLPCN	NOD2-RIPK2 inh	MC4R barr agon
COc1ccc([C@H]2N[C@]3(CCCN(Cc4ccc(F)cc4)C3=O)[C@H]3C(=O)N(Cc4ccccc4)C(=O)[C@@H]23)cc1	-5	2	1	1	-7	23	-1	98	5	0.1
Fc1ccccc1NC(=S)N(CCN1CCCCC1)Cc1ccco1	-6	0	-9	-5	1	9	22	97	-4	0.0
C[C@H](NC(=O)[C@@H]1CCCN1C(=O)[C@@H]1CCCN1C(=O)c1cccs1)c1ccccc1	5	.	1	.	.	.	15	98	-3	.
C=C1CC[C@@H]2[C@](C)(CO)[C@H](O)CC[C@@]2(C)[C@@H]1/C=C/C1=CCOC1=O	2	-1	-3	-6	-7	12	8	96	-5	-2.5
O=C(C1CCN(CCCc2ccccc2)CC1)N(CCc1ccccc1)Cc1ccccc1	12	-8	-7	-8	17	0	3	102	4	1.5
CCCNC(=O)C(=O)N/N=C/c1ccc(OCc2ccccc2)cc1	-1	2	0	19	10	1	-4	100	0	2.0
CCC(=O)c1ccc(OCC(=O)OC(C)C(=O)N2CCc3ccccc32)cc1 (stereo not given)	-7	0	-2	0	3	11	-28	98	-9	1.0
O=C(NCc1ccc2c(c1)OCO2)NC12CC3CC(CC(C3)C1)C2	-9	-1	-1	-1	2	4	25	94	4	-0.4

Additional results
SMILES	ABHD5 PLIN5 PPI	Glyco luc inh	m5-HT2A agonist	Cardio protect	TLR9-MyD88 block	MC4R antag cAMP	SRC2 inh	ABCB6 inh MLPCN	NOD2-RIPK2 inh	MC4R barr agon
CCN(CC)S(=O)(=O)N1CCC(C(=O)NCc2ccc3c(c2)OCO3)CC1	-4	1	-1	9	9	5	-13	105	-2	-2.1
Cc1c(Cl)cccc1N1C(=O)c2ccccc2C1=O	8	0	3	6	1	-1	4	95	-2	-0.2
Cc1ccc(/C(O)=C2\C(=O)C(=O)N(C)C2c2ccccc2)cc1 (stereo not given)	-6	-2	4	2	1	11	-14	102	-11	1.0
Cc1cc(C(=O)Nc2ccccc2N2CCOCC2)ccc1[N+](=O)[O-]	-4	0	3	2	-3	1	10	84	-9	-2.3
CC(=O)c1cccc(OCC(=O)N(CCC2=CCCCC2)c2c(N)n(Cc3ccccc3)c(=O)[nH]c2=O)c1	-7	-4	-1	17	6	8	4	98	3	-1.5
COc1cccc(CNC(=O)CN(C)S(=O)(=O)c2ccc(Br)s2)c1	-1	-1	0	2	-3	8	-28	95	-13	-0.9
Cc1cc(C(=O)Cn2nnc3ccccc3c2=O)c(C)n1-c1ccccc1F	6	-21	8	-35	-8	-12	0	91	-7	1.0
CC(C)NC(=O)N1Cc2cc(C(=O)NC3CCC3)nc(-c3cccc(-c4cncnc4)c3)c2[C@H]1CCO	-4	.	1	.	.	.	-48	99	4	.

The list continues:
SMILES	ABHD5 PLIN5 PPI	Glyco luc inh	m5-HT2A agonist	Cardio protect	TLR9-MyD88 block	MC4R antag cAMP	SRC2 inh	ABCB6 inh MLPCN	NOD2-RIPK2 inh	MC4R barr agon
COc1ccc(N2C(=O)c3ccccc3NC(=O)C2C(=O)Nc2ccc3c(c2)OCCO3)cc1 (stereo not given)	-11	.	6	.	.	.	-59	.	-9	.
COc1ccc(Cl)cc1C(=O)NCC(c1ccco1)N(C)C (stereo not given)	4	-5	-8	1	1	6	-11	104	-2	-0.1
Cc1cccc(S(=O)(=O)Nc2nc3ccccc3nc2Nc2ccc3c(c2)OCO3)c1	-2	1	1	-9	3	19	-6	97	13	0.8
O=C1CC(=O)Nc2cc(S(=O)(=O)NCc3cccs3)ccc2N1	7	0	0	8	-3	-4	-7	92	4	-1.4
COc1ccccc1NC(=O)Cc1noc(CSc2n[nH]c(N)n2)n1	5	1	-1	0	-10	9	2	99	-13	-2.4
CCCCOc1ccc(C(=O)Nc2ccc(N3CCN(C(=O)C(C)C)CC3)cc2)cc1	5	-7	2	2	-4	2	-7	88	-2	-2.3
Nc1nnc(SCC(=O)N2CCc3ccccc3C2)s1	-2	2	6	1	1	-4	13	93	3	-1.2
Fc1cccc(CCN2CCNC[C@H]2Cc2cccc3ccccc23)c1	4	1	-4	14	1	5	6	94	5	4.1

Individual results from the results shown.
For MC4R antag cAMP, Nc1nnc(SCC(=O)N2CCc3ccccc3C2)s1 has the entry -4
For MC4R antag cAMP, Cc1cccc(S(=O)(=O)Nc2nc3ccccc3nc2Nc2ccc3c(c2)OCO3)c1 has the entry 19

More structures follow:
SMILES	ABHD5 PLIN5 PPI	Glyco luc inh	m5-HT2A agonist	Cardio protect	TLR9-MyD88 block	MC4R antag cAMP	SRC2 inh	ABCB6 inh MLPCN	NOD2-RIPK2 inh	MC4R barr agon
c1ccc(C[C@H]2CN=C(Nc3ccccc3)N2CCC2CCCC2)cc1	10	2	-4	-10	-6	-4	-12	87	1	0.2
CC[C@]12c3[nH]c4ccc(OC)cc4c3CCN1C(=O)C(CC(=O)NCc1ccc(OC)c(OC)c1)C[C@@H]2C(=O)N1CCN(C(=O)C2CC2)CC1 (stereo not given in full)	7	0	-3	4	-1	6	-6	96	2	-0.9
Cc1ccc(C)c(SCC(=O)Nc2nnc(-c3ccccc3)o2)c1	3	2	3	13	1	0	9	105	2	-4.3
CCCS(=O)(=O)N1CCCC(C(=O)Oc2ccc(C)c(C)c2)C1 (stereo not given)	7	2	-1	-3	3	8	-64	93	-1	-2.3
OC(COc1ccc(OCC(O)CN2CCCCCC2)cc1)CN1CCCCCC1 (stereo not given)	9	-5	-3	0	5	4	.	102	9	0.3
CN(CC(=O)Nc1ccccc1Cl)C(=O)c1ccc(N2CCCCCC2)c([N+](=O)[O-])c1	-2	-5	3	-13	-5	13	8	100	-1	1.1
C[C@]12C(=O)N(c3ccccc3)C(=O)N1[C@@H]1c3ccccc3OC[C@@H]1[C@H]2c1ccccc1	-2	2	-2	4	3	8	-5	105	3	1.4
COc1cc(C2C(C(=O)c3ccc(C)o3)=C(O)C(=O)N2c2cc(C)on2)cc(Br)c1O (stereo not given)	-4	-1	-2	12	-8	-6	4	110	-10	-1.8

Next compounds.
SMILES	ABHD5 PLIN5 PPI	Glyco luc inh	m5-HT2A agonist	Cardio protect	TLR9-MyD88 block	MC4R antag cAMP	SRC2 inh	ABCB6 inh MLPCN	NOD2-RIPK2 inh	MC4R barr agon
CCN1C(=O)[C@@H]2[C@@H](c3ccc(-c4ccc5c(c4)OCO5)c(OC)c3)N3CCCC[C@@]3(C(=O)OC)[C@@H]2C1=O	7	-10	1	-9	-5	4	-6	90	-3	-1.2
COc1ccccc1NS(=O)(=O)c1cc(C(=O)NCC(c2ccco2)N(C)C)ccc1C (stereo not given)	-6	0	-11	16	-1	-1	-11	98	-6	-4.0
O=C(NC(=S)N1CCCCC1c1cccnc1)c1ccc(F)cc1 (stereo not given)	-8	-1	12	2	-2	-2	3	108	-8	-3.5
COc1ccc(S(=O)(=O)n2nc(OC(=O)c3c(-c4ccccc4Cl)noc3C)cc2N)cc1	-9	6	-6	6	-6	-2	-6	96	-31	-0.5
COc1ccc(C2Nc3cccc(O)c3C(=O)N2Cc2ccccc2)cc1COc1ccc(NC(C)=O)cc1 (stereo not given)	14	-6	-5	-6	.	10	-8	93	-8	-1.0
Nc1c(Cl)cc(-c2csc(N3CCCC3c3nc4cc(Cl)c(Cl)cc4n3CCOCCO)n2)cc1Cl (stereo not given)	-2	1	1	-1	-2	17	-4	115	6	-1.4

These rows are one share of the data; the hit share may differ from the screen's.
